IL1B secr inh: inflammasome signaling inhibition, IL-1 beta readout | THP-1 LPS/ATP IL-1B secretion, AlphaLISA, 16 h; hits give low values | activity change, % at 57.5 µM | 4.7% of 360,000 active; in the data active = activity change below about -50%; inconclusive = mostly about -30% to -49%; note: % is set by controls: 0 for no effect and ±100 for the full control effect
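THP-1 cells pretreated 1 hr with compounds (up to 57.5 uM final), then stimulated with LPS (250 ng/mL final) plus ATP (1.25 mM final); secreted IL-1B measured by AlphaLISA after 16 hr, decreased signal indicating inhibition.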
KB-3-1 tox: KB-3-1 parental cell cytotoxicity | Potency, µM (top dose mostly 46.1 µM), for inactives: top-dose activity change, negative = cytotoxic, actives largely listed as cytotoxic | 1.4% of 400,000 active | AID 1347075 | KB-3-1 viability, CellTiter-Glo ATP luminescence, 72 h; note: potency is the fitted concentration of half-maximal effect; % is set by controls: 0 for no effect and ±100 for the full control effect; nearly all actives have a fitted effect of over 60% in size
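Cytotoxicity measured as CellTiter-Glo luminescence after 72 h at 37 C. Compound titrations were pinned onto drug-naive KB-3-1 parental adenocarcinoma cells grown in DMEM with 10% FBS, and normalized data fitted to concentration-response curves.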
HT1080 IDH1KD tx: HT-1080 IDH1 knockdown cell toxicity (counter line) | HT-1080 IDH1 knockdown viability, ATP luminescence, 48 h | Potency, µM (titrated, usually from 46.1 µM), for inactives: at the top dose activity, negative = toxicity, most hits filed as cytotoxic | 2% of 360,000 active | AID 686971;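 note: potency is the fitted concentration of half-maximal effect; 0% = DMSO wells and -100% = cell-free medium wells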
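CellTiter-Glo luminescence after 48 h compound exposure at 37 degrees C of IDH1-knockdown HT-1080 cells in 5% FBS RPMI. %Activity scaled between DMSO wells and cell-free media wells, with curves fitted and assigned curve classes.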
SW480 rerep: DNA re-replication induction in SW480 cells; AID 624297; 1.8% of 340,000 active; Potency, µM (doses to about 46.1 µM), for the others: at the top dose re-replication activation, hits mostly activators; SW480 DNA re-replication, Hoechst DNA content imaging, 48 h; note: potency is the fitted concentration of half-maximal effect; % of control where 0% means no effect; nearly all actives have a fitted effect of over 55% in size
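Cells (250 per well) received 23 nL compound or DMSO by pin tool and were kept 48 hr at 37 C, 5% CO2. Nuclei were then stained with Hoechst for 40 min and scanned for DNA content.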
KB-V1 MDR tox: KB-V1 MDR subline cytotoxicity. KB-V1 MDR cells viability, CellTiter-Glo, 72 h. 3.4% of 400,000 active. Potency, µM (series often up to 46.1 µM), inactives show top-dose activity change, negative = cytotoxicity, usual class: cytotoxic; note: potency is the fitted concentration of half-maximal effect; % is set by controls: 0 for no effect and ±100 for the full control effect; nearly all actives have a fitted effect of over 60% in size
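Cells of the MDR subline KB-V1 are plated, dosed with compound at multiple concentrations, and incubated 72 h at 37 degrees C; CellTiter-Glo is then added and luminescence read after 10 min.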
HT1080NT lethal: kills 2HG-producing HT-1080-NT fibrosarcoma cells; HT-1080-NT fibrosarcoma viability, CellTiter-Glo ATP luminescence, 48 h; 1.6% of 360,000 active; Potency, µM (top dose mostly 46.1 µM), inactives show at the highest dose activity, negative = less viability, hits mostly cytotoxic;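 note: NT is the 2HG producing partner of a matched IDH1 knockdown line; potency is the fitted concentration of half-maximal effect; 0% = DMSO-treated cells and -100% = media-only wells without cells; nearly all actives have a fitted effect of over 55% in size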
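Compounds were tested in concentration-response format on HT-1080-NT cells for 48 hours at 37 degrees C. Cell viability came from CellTiter-Glo luminescence; curves were classified by r2, response magnitude and activity.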
ATXN2 expr inh: ATXN2 expression inhibition. 0.72% of 360,000 active. AID 1745845. HEK-293 ATXN2-luciferase reporter, luminescence, 24 h. Potency, µM (top dose mostly 57 µM), inactives show at the top dose activity change, negative = inhibition, hits mostly inhibitors; note: potency is the fitted concentration of half-maximal effect; % is set by controls: 0 for no effect and ±100 for the full control effect; nearly all actives have a fitted effect of over 55% in size
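qHTS (up to 57 uM final) was run with 24 h compound exposure of reporter cells at 37 °C. Each well was multiplexed: SteadyGlo luminescence measured ATXN2-luciferase expression after a fluorogenic Gly-Phe-AFC viability readout (25 uM final).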
ATXN viability: viability counter-screen for ATXN expression inhibitors. S2 cells (HEK-293 line with an ATXN2-luciferase reporter) viability, CellTiter-Fluor protease fluorescence, 24 h. 0.49% of 400,000 active. Potency, µM (titrated, usually from 56.7 µM), usual class: cytotoxic; note: potency is the fitted concentration of half-maximal effect; nearly all actives have a fitted effect of over 40% in size
MCF10A rerep: inducers of DNA re-replication in MCF 10A breast cells; MCF 10A DNA re-replication, Hoechst nuclear intensity, 48 h; Potency, µM (highest dose often 46.1 µM), without a hit: at the top dose activity, positive = re-replication, most hits filed as activators; 2.9% of 350,000 active; note: potency is the fitted concentration of half-maximal effect; % of control where 0% means no effect; nearly all actives have a fitted effect of over 50% in size
The depositor's hits bear a star; i = inactive; ? = inconclusive; . = no result given; [ ] = remark or other dose. Unless noted, calls come from the whole dose curve; as a rule, active = well fitted curve in the direction sought with a large enough effect; inconclusive = small, poorly fitted or top-dose-only effect, or another doubt; inactive = no such curve, though single readings can be large; an effect the other way counts as inactive or inconclusive. An unsorted share of the library; overall some 11% were active at least once.

SMILES	IL1B secr inh	KB-3-1 tox	HT1080 IDH1KD tx	SW480 rerep	KB-V1 MDR tox	HT1080NT lethal	ATXN2 expr inh	ATXN viability	MCF10A rerep
COc1ccccc1-c1nnc(NC(=O)C(C)Sc2nncn2C)s1 (stereo not drawn)	-3	-5%	-2%	5%	-1%	1%	.	i	-7%
CCCNC(=O)C1(C)CCCN(CCC(=O)c2ccccc2)C1 (stereo not drawn)	?	0%	?	.	2%	?	6%	i	.
O=C(CSc1ccc(F)cc1)NC(=O)NCc1ccccc1	19	19%	-14%	0%	-27%	5%	-15%	i	17%
CCN(CC)C(=O)C1CC(=O)N(c2ccc(OC)cc2)C1c1ccc(OC)cc1 (stereo not drawn)	-8	-2%	2%	-4%	-28%	-1%	-2%	i	20%
O=C(COc1ccc2c3c(c(=O)oc2c1)CCC3)NCCCN1CCCC1=O	?	3%	14%	-16%	-12%	14%	3%	i	-2%
O=C(COc1ccc(S(=O)(=O)N2CCCC2)cc1)NCC1CCCO1 (stereo not drawn)	7	11%	14%	?	-15%	6%	-9%	i	0%
O=C(CCC(=O)Nc1cccc2ccccc12)N/N=C/c1ccco1	4	5%	19%	2%	?	15%	2%	?	4%
COc1ccc(OCCCC(=O)OCC(=O)NNC(=O)c2ccc([N+](=O)[O-])cc2)cc1	1	28%	1%	-4%	0%	0%	-6%	?	1%
Cc1ccc(S(=O)(=O)CC(=O)NCc2ccccc2)cc1	18	8%	1%	-2%	15%	4%	0%	i	-1%
C[C@@H](C(=O)N1CCNCC1)n1cc(CCC(=O)O)nn1	6	16%	4%	-11%	0%	5%	4%	i	-36%[inhibitor]
CCn1nnnc1-c1ccc(OC)c(S(=O)(=O)NCc2ccccc2)c1	-2	6%	11%	1%	-3%	-1%	-2%	i	8%
O=C(/C=C/c1ccc2c(c1)OCO2)NCc1ccco1	0	-3%	-8%	-6%	2%	1%	10%	i	5%
Cc1ccc(C(=O)OCC(=O)NCc2ccc3c(c2)OCO3)cc1S(=O)(=O)N1CCOCC1	6	-3%	-8%	-18%	-3%	-5%	.	i	-5%
C[C@H](CO)N1C[C@H](C)[C@@H](CN(C)Cc2ccncc2)Oc2c(NC(=O)CCCCCC(=O)Nc3ccccc3N)cccc2C1=O	1	0%	6%	0%	5%	3%	-4%	i	11%
CCCCC(CC)C(=O)Nc1cc(=O)[nH]c2nc3ccccc3n12 (stereo not drawn)	34	-3%	-1%	-19%	29%	-2%	-2%	i	-5%
Cc1oc2c(C)c3oc(=O)c(CCC(=O)O)c(C)c3cc2c1-c1ccccc1	18	-7%	0%	-17%	-23%	17%	.	i	11%
Cc1ccc(NC(=O)Cn2cnc3onc(-c4ccc(F)cc4)c3c2=O)c(Cl)c1	.	-1%	.	.	?	.	-5%	i	.
N/C(=N\OC(=O)COc1ccc(Cl)cc1)c1ccc(Cl)cc1	-1	-4%	14%	-3%	3%	9%	2%	i	9%
CCCN(CC(=O)Nc1ccccc1OC)C(=O)c1ccc(S(=O)(=O)NCc2ccco2)cc1	4	3%	0%	-12%	2%	0%[9.24 µM]	-9%	i	7%
CCCN(CCC)CCCNC(=O)c1cc2cc3ccc(Cl)cc3nc2o1	-7	-9%	15%	?	-5%	20%	-17%	i	-2%
CC(=O)c1ccc(N2CCN(S(=O)(=O)c3c(C)[nH]c(C)c3C(=O)N3CCCC3)CC2)cc1	-3	?	8%	4%	-24%	10%	1%	i	6%
COc1ccc(CCC(C)NCc2cc(OC)cc(OC)c2)cc1 (stereo not drawn)	-17	-15%	-3%	?	-1%	1%	-19%	i	16%
O=C(O)c1ccccc1OC(C(=O)Nc1cc(Cl)cc(Cl)c1)c1ccccc1 (stereo not drawn)	23	-7%	0%	?	?	?	-11%	i	21µM*
Cc1ccc(C(=O)N2CCN(c3ccccc3Cl)CC2)cc1[N+](=O)[O-]	-10	-1%	3%	-747%[1.84 µM]	-6%	-2%	-20%	i	-11%
CCCCN(CCCNC(=O)C1CCN(S(=O)(=O)N2CCOCC2)CC1)c1ccccc1	-19	?	-3%	13%	-26%	-2%	-10%	i	?
Other records
SMILES	IL1B secr inh	KB-3-1 tox	HT1080 IDH1KD tx	SW480 rerep	KB-V1 MDR tox	HT1080NT lethal	ATXN2 expr inh	ATXN viability	MCF10A rerep
CCCNC(=O)c1ccc(-c2nc3ccccc3s2)s1	-10	-3%	-4%	?	-3%	-8%	-38%	i	?
CC(C)C(NC(=O)c1ccccc1Cl)C(=O)OCc1nc2scc(-c3ccccc3Cl)c2c(=O)[nH]1 (stereo not drawn)	72	-13%	-2%	11%	-24%	1%	-5%	i	?
O=C(Cc1ccccc1)NC1(Cc2ccc(O)cc2)CCCCC1	-21	-10%	-8%	6%	-20%	-1%	-10%	i	2%
CCCn1c(=S)[nH]c2cc(C(=O)NCC3CCCO3)ccc2c1=O (stereo not drawn)	84	9%	16%	-20%	7%	11%	-11%	?	2%
COC(=O)CNC(=O)C(Cc1c[nH]c2ccccc12)NC(=O)Oc1ccccc1 (stereo not drawn)	28	6%	-1%	6%	1%	-1%	-4%	i	-14%
CC(C)[C@H](NC(=O)c1ccccc1F)C(=O)NNC(=O)c1cccs1	2	-2%	6%	-11%	3%	0%	.	i	1%
COc1ccc(-c2oc(=O)c3cc(OC)c(OC)cc3c2-c2cc(F)cc(OC)c2)cc1	1	-2%	5%	25%	0%	-6%	-5%	i	?
COc1ccc(/C=N/Nc2cn[nH]c(=O)c2Cl)cc1	-4	7.3µM*	20%	0%	?	14%	102%[activator]	i	?
CC[C@@H]1Cc2[nH][nH]c(=O)c2[C@@H](c2ccc(F)cc2)O1	19	5%	6%	.	-11%	10%	4%	i	.
CCCN(C(=O)CSc1nnc(-c2ccc3c(c2)OCO3)o1)C1CCS(=O)(=O)C1 (stereo not drawn)	-2	0%	7%	.	-19%	2%	.	i	.
COc1cc2cc(C#N)c(SCC(=O)Nc3cc(C)on3)nc2cc1OC	30	-6%	-6%	?	-16%	-8%	2%	i	23%
CCN1CCN(CC(=O)c2c[nH]c3ccc(C)cc23)CC1	-24	0%	2%	2%	-7%	-5%	-3%	i	-182%[0.0737 µM]
CCCCC(=O)N(C)c1c(CC)nc2c(OCc3ccccc3C)cccn12	-22	0%	-20%	.	?	-25%	-23%	i	.
CCCCCN1C(C(=O)c2ccccc2)=C(OC(=O)CC)c2ccccc2S1(=O)=O	.	?	.	.	-10%	.	-20%	?	.
Cc1ccc(NC(=O)CN(C)C(=O)CSc2nnc(C)s2)cc1	-5	2%	5%	-1%	0%	18%	-13%	?	-3%
O=c1n2c(c(O)n1C1CCCCC1)C(c1ccccc1)=Nc1ccccc1C2	-5	-12%	10%	.	16µM*	-1%	11%	i	.
CCCC(=O)Nc1ccc(C(=O)NN=C(C2CC2)C2CC2)cc1	-13	1%	7%	1%	5%	0%	-6%	i	-6%
Cc1ccc(C(=O)OCC(=O)NCc2ccc(F)cc2)o1	31	6%	7%	2%	26%	0%	-1%	i	-4%
Cc1nc(SC(C)C(=O)NC2CCCCC2C)c2c(C)c(C)sc2n1 (stereo not drawn)	22	15%	12%	12%	6%	0%	-8%	i	-1%
Cc1ccc(N2C(=O)N(CC(=O)N3CCCc4ccccc43)C(=O)C2C)cc1 (stereo not drawn)	5	8%	3%	-8%	-11%	8%	-5%	i	14%
CC1SCC(NC(=O)c2ccccc2Cl)CS1 (stereo not drawn)	-2	0%	7%	14%	-15%	-8%	19%	?	-2%
Cc1cc(C)c2cc(CNC3CCCC3)c(Cl)nc2c1	?	-7%	-15%	0%	?	-3%	-27%	i	2%
Cn1cnnc1-c1cccc(NC(=O)c2cc(F)c(F)cc2Cl)c1	20	4%	3%	3%	23%	1%	5%	i	0%
COc1ccc(Nc2cc(C)c3cc(NC(=O)COc4cccc(C)c4)ccc3n2)cc1	.	?	.	.	-11%	.	?	?	.
Cc1cc(C)cc(-n2ccnc2SCC(=O)Nc2ccccc2F)c1	.	-2%	.	.	0%	.	24%	i	.
Other entries follow:
SMILES	IL1B secr inh	KB-3-1 tox	HT1080 IDH1KD tx	SW480 rerep	KB-V1 MDR tox	HT1080NT lethal	ATXN2 expr inh	ATXN viability	MCF10A rerep
Cc1ccc(Nc2nc(N3CCOCC3)c3ccccc3n2)cc1	-104*	?	-25%	-3%[9.22 µM]	-5%	?	-9%	i	?
CCOC(=O)C1(NC(=O)C2(NC(=O)CN3C(=O)c4ccccc4C3=O)CCCC2)CCCC1	0	0%	6%	3%	2%	3%	2%	i	-3%
COC(=O)c1ccccc1NC(=S)NC(=O)c1ccccc1F	0	2%	2%	-7%	-17%	-2%	-8%	i	1%
Cc1cccc(C)c1NC(=O)C1(N(Cc2ccco2)C(=O)Cn2nnnc2N)CCCCC1	0	1%	-3%	-8%	-1%	-1%	-5%	?	-2%
CC[C@]1(C(=O)OC)[C@H]2C(=O)N(Cc3ccccc3)C(=O)[C@H]2[C@H]2CN=C(SCc3ccccc3)N21	-6	4%	7%	-6%	-6%	0%	2%	i	-32%[inhibitor]
Cc1nn(Cc2ccc(Cl)cc2Cl)c(C)c1NC(=O)c1sc2ccccc2c1Cl	-3	0%	10%	-3%	6%	11%	-33%	?	9%
CCC(C)(C)C1CCC(=NNC(=O)c2ccc(Br)o2)CC1 (stereo not drawn)	-1	6%	20%	6%	-3%	15%	2%	i	1%

Profiles, looked up by structure. Values in the order: IL1B secr inh	KB-3-1 tox	HT1080 IDH1KD tx	SW480 rerep	KB-V1 MDR tox	HT1080NT lethal	ATXN2 expr inh	ATXN viability	MCF10A rerep
`Cc1ccc(Nc2nc(N3CCOCC3)c3ccccc3n2)cc1` across the screens: -104*	?	-25%	-3%[9.22 µM]	-5%	?	-9%	i	?
`CCC(C)(C)C1CCC(=NNC(=O)c2ccc(Br)o2)CC1` (stereo not drawn) across the screens: -1	6%	20%	6%	-3%	15%	2%	i	1%
`Cc1cccc(C)c1NC(=O)C1(N(Cc2ccco2)C(=O)Cn2nnnc2N)CCCCC1` across the screens: 0	1%	-3%	-8%	-1%	-1%	-5%	?	-2%
`Cc1nn(Cc2ccc(Cl)cc2Cl)c(C)c1NC(=O)c1sc2ccccc2c1Cl` across the screens: -3	0%	10%	-3%	6%	11%	-33%	?	9%
